# CIT2 TOR yeast – alters CIT2-GFP fluorescence in TOR pathway yeast screen; S. cerevisiae CIT2-GFP strain, flow cytometry, 3 h; 100 means same as DMSO wells; AID 2029; GFP response vs DMSO, % at 10 µM; 0.065% of 320,000 active;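 active means GFP response relative to DMSO above a set limit, near the screen mean plus 3 SD, cut at about 150% in these data; inconclusive means Fewer than 70 cells measured for a yeast strain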;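 further: ratio of well median GFP fluorescence to mean of DMSO wells on the plate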
# MEP2 TOR yeast – yeast TOR pathway MEP2-GFP modulation; S. cerevisiae MEP2-GFP strain, flow cytometry GFP, 3 h; 100% = DMSO control level; GFP response vs DMSO, % at 10 µM; 0.51% of 330,000 active;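 active means GFP response versus DMSO above a set limit, roughly screen mean plus 3 SD, cut at about 180% in these data; inconclusive means fewer than 70 cells counted for a yeast strain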;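 further: median GFP fluorescence of the barcode-gated MEP2-GFP cells per well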
# RPL19A TOR yeast – modulators of TOR pathway RPL19A-GFP in S. cerevisiae. 0.3% of 330,000 active. AID 2025. percent response vs DMSO, % at 10 µM. S. cerevisiae RPL19A-GFP strain, flow cytometry, 3 h; stronger effect = lower value;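 active means percent response vs DMSO below 50%; inconclusive means fewer than 70 events counted for the yeast strain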;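 further: median channel GFP fluorescence of the barcoded RPL19A-GFP strain; ratio of sample median GFP to plate DMSO average so 100% = DMSO; lower means less RPL19A-GFP as with rapamycin TOR inhibition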
# GRK2 aptamer HTS – human GRK2 inhibition via aptamer displacement; P25098; bead flow cytometry, FAM-aptamer displacement from GRK2; inhibition of aptamer binding, % at 10 µM; 0.59% of 330,000 active; AID 488847;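 active means inhibition of aptamer binding above 40%, roughly 3 SD of noise, on plates passing a quality check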;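 further: median bead fluorescence of bound FAM aptamer so fluorescent compounds give negative values; no value below 0 was filed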
# CR mimetic SO – lowers age-related superoxide in aged yeast cells; S. cerevisiae aged cells, superoxide DHE fluorescence; stronger effect = lower value; superoxide response (% of plate mean), % at 10 µM; 0.18% of 330,000 active;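 active means superoxide response under a set limit, about three screen SD below normal, cut at about 65% in these data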;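 further: yeast aged for seven days with compound at 30 °C before DHE staining; 100% = average MFI of all compound-treated wells on the plate with controls excluded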
# VLA-4 inh – inhibition in a human VLA-4 binding assay; VLA-4 expressing cells, ligand binding flow cytometry; inhibition, % (about 7 µM as worked out from the volumes in the protocol); 0.2% of 330,000 active; in the data active means inhibition above about 50%
# Target sequence (P13612 whole entry, looked up): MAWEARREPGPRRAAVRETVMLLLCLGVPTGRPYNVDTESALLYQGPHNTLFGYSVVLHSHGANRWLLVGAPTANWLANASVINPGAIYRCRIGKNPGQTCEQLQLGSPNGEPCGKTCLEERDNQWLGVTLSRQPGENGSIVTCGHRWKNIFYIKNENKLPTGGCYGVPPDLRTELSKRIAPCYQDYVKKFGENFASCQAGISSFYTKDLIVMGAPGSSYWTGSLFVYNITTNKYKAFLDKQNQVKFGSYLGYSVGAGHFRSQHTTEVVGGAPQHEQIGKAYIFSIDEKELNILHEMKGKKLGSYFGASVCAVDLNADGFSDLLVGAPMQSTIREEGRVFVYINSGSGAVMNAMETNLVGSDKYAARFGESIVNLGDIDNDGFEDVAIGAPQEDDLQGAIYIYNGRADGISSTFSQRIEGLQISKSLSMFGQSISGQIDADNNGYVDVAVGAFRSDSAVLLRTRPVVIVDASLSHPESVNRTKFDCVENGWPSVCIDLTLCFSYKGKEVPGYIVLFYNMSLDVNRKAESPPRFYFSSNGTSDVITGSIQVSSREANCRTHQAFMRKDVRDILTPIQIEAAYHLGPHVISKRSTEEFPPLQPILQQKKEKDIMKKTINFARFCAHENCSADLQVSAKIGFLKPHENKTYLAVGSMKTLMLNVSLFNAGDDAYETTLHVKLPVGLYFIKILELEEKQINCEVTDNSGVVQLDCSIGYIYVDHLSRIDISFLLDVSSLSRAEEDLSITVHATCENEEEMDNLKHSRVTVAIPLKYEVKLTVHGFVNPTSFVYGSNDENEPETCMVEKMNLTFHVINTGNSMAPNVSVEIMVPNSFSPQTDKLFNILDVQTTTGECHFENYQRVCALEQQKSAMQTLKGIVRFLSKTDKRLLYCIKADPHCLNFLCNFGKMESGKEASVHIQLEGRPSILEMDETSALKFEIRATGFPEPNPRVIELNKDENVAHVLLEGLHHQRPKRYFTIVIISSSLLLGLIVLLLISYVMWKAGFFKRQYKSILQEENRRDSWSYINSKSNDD
# AGP1 TOR yeast – yeast TOR pathway AGP1-GFP modulation | 0.02% of 320,000 active | GFP response vs DMSO, % at 10 µM | AID 2066 | S. cerevisiae AGP1-GFP multiplex flow cytometry, 3 h; GFP as percent of DMSO wells;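 active means GFP response relative to DMSO above a set limit, near screen average plus 3 SD, cut at about 150% in these data; inconclusive means fewer than 70 cells counted for the yeast strain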;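 further: median GFP channel fluorescence of the gated AGP1 strain per well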
# LAP4-GFP MLPCN – modulators of TOR pathway LAP4-GFP in S. cerevisiae; S. cerevisiae LAP4-GFP multiplex, flow cytometry GFP, 3 h; median GFP as percent of DMSO wells; GFP response vs DMSO, % at 10 µM; 0.34% of 320,000 active; AID 2023;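 active means GFP response vs DMSO above a set limit, about the screen mean plus 3 SD, cut at about 150% in these data; inconclusive means under 70 cell events counted for the yeast strain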
# Numbers without * were called inactive; ? = inconclusive; · = not tested or not shown; [ ] = dose if it differs, or a comment.
cpd | smiles | CIT2 TOR yeast | MEP2 TOR yeast | RPL19A TOR yeast | GRK2 aptamer HTS
1 | N#Cc1nc(COc2ccccc2Cl)oc1N1CCCC1 | 77.5 | 101.4 | 97.4 | 3.0
2 | CCOc1ccc2nc(Cl)c(C3CC(c4ccccc4)=NN3C(=O)c3ccco3)cc2c1 (stereo unspecified) | 101.5 | 108.9 | 106.1 | 1.0
3 | CC(=O)Nc1ccc(C(=O)COC(=O)c2cc(C)oc2C)c(F)c1 | 96.7 | 99.1 | 97.5 | 2.0
4 | CC(C)C[C@H](NC(=O)OC(C)(C)C)C(=O)N/N=C/C1=Cc2ccccc2OC1C (stereo partly specified) | 98.6 | 107.7 | 102.2 | 0.0
5 | COc1ccc(NC(=O)COC(=O)CN2C(=O)C3CC=CCC3C2=O)c([N+](=O)[O-])c1 (stereo unspecified) | 87.2 | 97.2 | 92.0 | 3.0
6 | COc1ccc(C)cc1N(CC(=O)N1CCCC1)S(C)(=O)=O | 109.7 | 107.3 | 107.3 | 0.0
7 | CC(NC(=O)/C=C/c1ccc(Br)cc1)c1ccccc1 (stereo unspecified) | 94.1 | 95.9 | 98.3 | 0.0
8 | CC(C)(C)n1nc2c(c1NC(=O)c1ccc(Cl)c([N+](=O)[O-])c1)CS(=O)(=O)C2 | 94.9 | 103.5 | 94.4 | 1.0
9 | CC1(C)C2CCC(C2)C1(C)NC(=O)CN1CCOCC1 (stereo unspecified) | ? | 307.9*[may fluoresce violet] | 41.8*[may fluoresce violet] | 0.0
10 | Cc1nn(-c2ccccc2)c2nc(=O)n(-c3ccccc3)cc12 | 97.9 | 95.7 | 103.3 | 3.0
11 | CC1CN(C(=O)Nc2cccc(Cl)c2)C2(CCCCCC2)O1 (stereo unspecified) | 102.5 | 103.5 | 100.8 | 0.0
12 | Cc1ccc(O)c(C(=O)/C=C/c2ccc3c(c2)OCCCO3)c1 | 100.1 | 101.6 | 101.3 | 2.0

cpd | CR mimetic SO | VLA-4 inh | AGP1 TOR yeast | LAP4-GFP MLPCN
1 | 84.4 | 1.0 | 89.5 | 119.3
2 | 101.2 | 5.8 | 103.4 | 98.3
3 | 105.9 | -10.1 | 98.9 | 100.9
4 | 107.5 | 3.2 | 105.9 | 96.6
5 | 111.3 | -11.0 | 99.9 | 102.8
6 | 95.4 | -17.7 | 109.9 | 97.8
7 | 99.0 | 5.0 | 89.4 | 85.7
8 | 113.1 | 2.7 | 94.0 | 95.8
9 | 98.2 | -7.2 | ? | 91.6[may fluoresce violet]
10 | 87.4 | 2.8 | 100.4 | 94.2
11 | 105.6 | 3.4 | 104.0 | 97.6
12 | 112.2 | 5.3 | 98.2 | 94.9

# Already shown: 10 of the compounds above.
cpd | smiles | CIT2 TOR yeast | MEP2 TOR yeast | RPL19A TOR yeast | GRK2 aptamer HTS
3 | CC(=O)Nc1ccc(C(=O)COC(=O)c2cc(C)oc2C)c(F)c1 | 96.7 | 99.1 | 97.5 | 2.0
4 | CC(C)C[C@H](NC(=O)OC(C)(C)C)C(=O)N/N=C/C1=Cc2ccccc2OC1C (stereo partly specified) | 98.6 | 107.7 | 102.2 | 0.0
5 | COc1ccc(NC(=O)COC(=O)CN2C(=O)C3CC=CCC3C2=O)c([N+](=O)[O-])c1 (stereo unspecified) | 87.2 | 97.2 | 92.0 | 3.0
6 | COc1ccc(C)cc1N(CC(=O)N1CCCC1)S(C)(=O)=O | 109.7 | 107.3 | 107.3 | 0.0
7 | CC(NC(=O)/C=C/c1ccc(Br)cc1)c1ccccc1 (stereo unspecified) | 94.1 | 95.9 | 98.3 | 0.0
8 | CC(C)(C)n1nc2c(c1NC(=O)c1ccc(Cl)c([N+](=O)[O-])c1)CS(=O)(=O)C2 | 94.9 | 103.5 | 94.4 | 1.0
9 | CC1(C)C2CCC(C2)C1(C)NC(=O)CN1CCOCC1 (stereo unspecified) | ? | 307.9*[may fluoresce violet] | 41.8*[may fluoresce violet] | 0.0
10 | Cc1nn(-c2ccccc2)c2nc(=O)n(-c3ccccc3)cc12 | 97.9 | 95.7 | 103.3 | 3.0
11 | CC1CN(C(=O)Nc2cccc(Cl)c2)C2(CCCCCC2)O1 (stereo unspecified) | 102.5 | 103.5 | 100.8 | 0.0
12 | Cc1ccc(O)c(C(=O)/C=C/c2ccc3c(c2)OCCCO3)c1 | 100.1 | 101.6 | 101.3 | 2.0

cpd | CR mimetic SO | VLA-4 inh | AGP1 TOR yeast | LAP4-GFP MLPCN
3 | 105.9 | -10.1 | 98.9 | 100.9
4 | 107.5 | 3.2 | 105.9 | 96.6
5 | 111.3 | -11.0 | 99.9 | 102.8
6 | 95.4 | -17.7 | 109.9 | 97.8
7 | 99.0 | 5.0 | 89.4 | 85.7
8 | 113.1 | 2.7 | 94.0 | 95.8
9 | 98.2 | -7.2 | ? | 91.6[may fluoresce violet]
10 | 87.4 | 2.8 | 100.4 | 94.2
11 | 105.6 | 3.4 | 104.0 | 97.6
12 | 112.2 | 5.3 | 98.2 | 94.9

# The listing continues:
cpd | smiles | CIT2 TOR yeast | MEP2 TOR yeast | RPL19A TOR yeast | GRK2 aptamer HTS
13 | C=CCNc1oc(-c2ccc(-c3ccccc3)cc2)nc1C#N | 103.2 | 104.6 | 100.4 | 0.0
14 | CCN(C(=O)COc1cc(=O)n(CC)c2ccccc12)c1cccc(Cl)c1 | 104.1 | 101.5 | 97.0 | 5.0
15 | CC(C)(O)/C=C1/Oc2ccccc2C1N1CCCCC1 (stereo unspecified) | 105.0 | 109.7 | 100.7 | 0.0
16 | CCOc1ccccc1/C=N/Nc1nc2ccccc2o1 | 102.8 | 103.6 | 100.1 | 0.0
17 | COc1ccc(CCN(Cc2ccccn2)C(=S)Nc2cccc(C)c2)cc1OC | 94.2 | 94.9 | 92.7 | 0.0
18 | Cc1nn(C)c(C)c1CN(C)C(=O)C1CCC(=O)N(C2CCCCCC2)C1 (stereo unspecified) | · | 90.3 | 99.5 | 2.0
19 | CCOC(=O)/C(=C/C=C1\Sc2cc(OCC)c(OCC)cc2N1CC)C(C)=O | · | 117.6 | 90.4 | 0.0
20 | CCn1c(=O)n(CC(=O)N(C)Cc2ccccc2)c(=O)c2ccccc21 | 86.8 | 99.4 | 92.4 | 1.0
21 | CC1CC(C)CN(C(=O)Cn2nnc(-c3ccccc3)n2)C1 (stereo unspecified) | 96.4 | 97.5 | 96.0 | 2.0
22 | O=C(NCCc1csc(-c2ccccc2)n1)c1c(F)cccc1F | 90.7 | 107.1 | 105.5 | 2.0
23 | N#Cc1nc(-c2cccs2)oc1N1CCN(Cc2ccccc2)CC1 | 99.9 | 106.0 | 97.1 | 2.0
24 | CN(c1ccccc1)S(=O)(=O)c1ccc(Cl)c(C(=O)Nc2ccc(N3CCOCC3)cc2)c1 | 92.7 | 100.5 | 101.0 | 0.0

cpd | CR mimetic SO | VLA-4 inh | AGP1 TOR yeast | LAP4-GFP MLPCN
13 | 115.7 | 2.3 | 94.3 | 83.2
14 | 91.8 | -3.6 | 104.0 | 99.8
15 | 100.5 | 11.3 | · | 102.3
16 | 88.9 | -4.7 | 99.3 | 98.8
17 | 91.5 | 8.7 | 96.4 | 99.9
18 | 101.1 | -6.5 | 99.8 | 81.9
19 | 102.4 | -38.1 | 98.4 | 97.7
20 | 98.0 | -3.7 | 99.0 | 94.5
21 | 96.0 | -1.7 | 100.6 | 106.8
22 | 94.3 | -9.3 | 97.4 | 118.9
23 | 99.7 | -8.2 | 100.1 | 95.9
24 | 104.3 | 0.8 | 108.1 | 108.0

# Other compounds follow.
cpd | smiles | CIT2 TOR yeast | MEP2 TOR yeast | RPL19A TOR yeast | GRK2 aptamer HTS
25 | CCN(CC)C(=O)c1ccc(CS(=O)(=O)Cc2ccccc2)cc1 | 100.7 | 105.3 | 105.9 | 3.0
26 | OCC1(CCOc2ccccc2)CCN(Cc2ccccc2OC(F)F)CC1 | 105.6 | 88.2 | 97.4 | 1.0
27 | Cc1nc2ccccc2c(=O)n1-c1cccc(NC(=O)c2cccs2)c1 | 106.5 | 111.5 | 103.9 | 1.0
28 | Cc1ccc(/C=C2/Sc3ccc(C(=O)NCCN4CCOCC4)cc3NC2=O)cc1 | 103.1 | 113.4 | 104.2 | 1.0
29 | O=C(c1cnn2c(-c3ccccc3)cc(-c3ccccc3)nc12)N1CCN(Cc2ccccc2)CC1 | 103.6 | 103.6 | 106.9 | 2.0
30 | COc1ccc(CNC(=O)C2CC(c3ccccc3C(F)(F)F)=NO2)cc1 (stereo unspecified) | 111.0 | 93.7 | 105.0 | 4.0

cpd | CR mimetic SO | VLA-4 inh | AGP1 TOR yeast | LAP4-GFP MLPCN
25 | 102.9 | 0.8 | 104.7 | 100.5
26 | 121.3 | 7.8 | 96.6 | 80.9
27 | 99.3 | -0.1 | 115.7 | 107.7
28 | 114.0 | -1.0 | 108.4 | 114.5
29 | 99.1 | -1.0 | 108.5 | 104.2
30 | 102.8 | 9.0 | 89.7 | 105.5

# Results in sequence from the entries so far:
# RPL19A TOR yeast, nos. 25–30 → 105.9, 97.4, 103.9, 104.2, 106.9, 105.0
# CIT2 TOR yeast, nos. 25–30 → 100.7, 105.6, 106.5, 103.1, 103.6, 111.0
# CR mimetic SO, nos. 25–30 → 102.9, 121.3, 99.3, 114.0, 99.1, 102.8

# Screens as filed in PubChem BioAssay.
